OPRM1-OPRD1 inv: inverse agonist of human OPRM1-OPRD1 heterodimerization. cell-based MOR-DOR heterodimer luminescence, inverse agonism. inhibition, % at 9.3 µM. hit rate 0.21% among 340,000; in the data active = inhibition above about 22%, passing the limit was not always enough;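 note: 0% = cells with DMSO and 100% = wells without cells with DMSO; values of inactives mirror those of a sister screen read the other way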
Target sequence (P35372 whole entry, looked up): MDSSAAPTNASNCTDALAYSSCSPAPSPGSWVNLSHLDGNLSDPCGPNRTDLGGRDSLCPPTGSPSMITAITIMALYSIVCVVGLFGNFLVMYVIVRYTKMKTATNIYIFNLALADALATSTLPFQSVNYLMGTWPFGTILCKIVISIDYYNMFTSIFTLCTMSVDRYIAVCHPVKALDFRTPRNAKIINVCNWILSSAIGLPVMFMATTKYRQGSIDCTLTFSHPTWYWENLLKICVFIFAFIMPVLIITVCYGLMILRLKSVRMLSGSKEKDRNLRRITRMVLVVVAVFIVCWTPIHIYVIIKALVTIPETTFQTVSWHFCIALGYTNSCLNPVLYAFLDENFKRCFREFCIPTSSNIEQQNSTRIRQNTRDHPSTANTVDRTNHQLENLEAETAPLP
Target sequence (P41143 whole entry, looked up): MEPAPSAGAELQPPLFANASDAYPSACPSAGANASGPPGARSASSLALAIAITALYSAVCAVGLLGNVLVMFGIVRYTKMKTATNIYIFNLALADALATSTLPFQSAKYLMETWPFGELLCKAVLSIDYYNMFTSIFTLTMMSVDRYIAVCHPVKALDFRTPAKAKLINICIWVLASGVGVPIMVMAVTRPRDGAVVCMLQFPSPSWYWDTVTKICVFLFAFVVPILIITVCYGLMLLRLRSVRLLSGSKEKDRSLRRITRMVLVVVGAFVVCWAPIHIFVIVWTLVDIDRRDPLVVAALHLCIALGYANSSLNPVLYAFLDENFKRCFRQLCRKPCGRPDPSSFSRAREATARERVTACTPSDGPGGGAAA
Mot1-301 SUMO: blocks SUMOylation pathway, rescuing yeast Mot1-301 growth. S. cerevisiae Mot1-301 growth rescue, ATP luminescence, 38.5C; percent above DMSO median, 100 means doubled. growth rescue, % at 18.8 µM. hit rate 1% among 320,000. AID 2716;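 active = every valid replicate shows activation above 250% relative to neutral control wells; inactive = the rest, any valid replicate at or below 250%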;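 note: OY570 slx delta 5 strain wells were the positive control but not used for scaling; some compounds called inactive have numbers as strong as hits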
Ecoli viability: bacterial growth inhibition, counter-screen for AddAB inhibitors. E. coli V3065 growth, OD600 absorbance, 18 h. inhibition, % at 11.9 µM. hit rate 0.27% among 330,000. AID 449728;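 active = inhibition above the campaign's mean inhibition across all tested compounds plus 3 SD, cut at about 9.9% in these data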;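 note: uninfected addAB+ strain grown without phage in ampicillin broth; 0% = DMSO wells and 100% = ciprofloxacin 0.95 µg/ml wells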
phage Ecoli inh: E. coli growth loss with phage present; growth absorbance; inhibition, % at 11.9 µM; hit rate 0.26% among 360,000; AID 651602; in the data active = inhibition above about 11%
PfHsp90 yeast 2: inhibits growth of yeast expressing Plasmodium falciparum Hsp90. inhibition, % at 9.4 µM. hit rate 0.32% among 310,000. S. cerevisiae expressing PfHsp90, BacTiter-Glo ATP, 48 h; yeast lacking PDR1 and PDR3 efflux regulators;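 active = every replicate shows inhibition above about 80%, whatever the replicate mean, limit read from the data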;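 note: 0% = DMSO neutral controls and 100% = 20 µM radicicol positive controls; yeast relying on Plasmodium falciparum Hsp90 in place of its own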
MOR-DOR ag: OPRM1-OPRD1 heterodimerization agonism; P35372+P41143; cells, luminescence; activation, % at 9.3 µM; hit rate 0.3% among 340,000; in the data active = activation above about 18%;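 note: 0% = vehicle-treated cells and 100% = reference agonist; values of inactives mirror those of a sister screen read the other way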
Tat transport: inhibitors of E. coli Tat protein transport. E. coli MC4100 TorA-mCherry Tat export, fluorescence. hit rate 0.036% among 340,000. inhibition, % at 10 µM;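 active = mean replicate inhibition at least 50% and at least half of replicates individually reaching 50%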;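 note: exported cargo escapes ClpAP degradation while cytoplasmic cargo is degraded and loses fluorescence; 0% = median of neutral control wells and 100% = median of NaSCN control wells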
Pemphigus Ab inh: blocks pemphigus antibody binding to human desmoglein-3. P32926. DSG3-coupled beads, scFv-anti-DSG3-GFP binding, flow cytometry; stronger effect = lower value. binding (percent of control), % at 10 µM. hit rate 0.48% among 310,000;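 active = binding more than 3 SD below its plate's average and above zero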; note: some compounds called inactive have numbers as strong as hits
PKA-R1A activ: PKA-R1A complex activation | P00514+P68181 | PKA-R1A dissociation, Cy5-IP20 fluorescence polarization; scaled: DMSO 0%, 113 µM cGMP 100% | activation, % at 11.4 µM | hit rate 0.083% among 340,000;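 active = percent activation above the mean of all tested compounds plus 3 SD, cut at about 19% in these data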;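 note: higher means more PKAc released from R1A so a rise in polarization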
AddAB inh: less growth of phage-infected E. coli with AddAB; inhibition, % at 11.9 µM; E. coli expressing H. pylori AddAB, absorbance growth; hit rate 0.29% among 330,000; in the data active = inhibition above about 12%;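 note: 0% = vehicle wells of infected cells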
Arrestin-AP2 inh: human beta-arrestin and AP2 interaction inhibition; FITC-arrestin peptide / GST-AP2 beads, flow cytometry; AP2 beta2 appendage carries R879A mutation; inhibition, % at 10 µM; hit rate 0.31% among 340,000;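 active = inhibition above a set limit, near 3 SD of compounds lacking own fluorescence, cut at about 54% in these data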;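 note: plate controls were DMSO wells for no effect and 5 µM unlabelled arrestin peptide for full effect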
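System: GST-tagged AP2 beta2-adaptin appendage (R879A) on 4 µm glutathione beads / Reagent: FITC-arrestin peptide, 50 nM / Detection: HyperCyt-sampled flow cytometry, FL1 channel, ex 488/em 535 nm / Timing: 12 min plus 1 h, RT / Buffer or medium: PBS plus Tween 20 (0.05%) and BSA (0.1%)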
Starred values were filed as active, the others as inactive; x = no result given. Compounds were not picked by outcome. About 2.8% of those tested had a hit in this group.

SMILES | OPRM1-OPRD1 inv | Mot1-301 SUMO | Ecoli viability | phage Ecoli inh | PfHsp90 yeast 2 | MOR-DOR ag | Tat transport | Pemphigus Ab inh | PKA-R1A activ | AddAB inh | Arrestin-AP2 inh
CCNc1nc(Cl)nc(N(NC(C)=O)C(C)CC)n1 (stereo unspecified) | 8 | -9 | 0.0 | 4.0 | 5 | -2.0 | -8 | x | -3 | 5.1 | 7
COc1ccc(-n2c(SC3CCOC3=O)nc3ccccc3c2=O)cc1Cl (stereo unspecified) | -5 | 80 | 0.9 | 6.1 | -37 | 0.9 | -3 | 86 | -4 | 1.9 | 3
O=C(NCc1cccnc1)C1CCN(S(=O)(=O)N2CCC3(CC2)OCCO3)CC1 | 3 | 17 | -0.9 | 2.0 | 10 | -0.6 | 8 | 99 | -3 | 2.5 | -12
O=C(NCC(=O)N1CCN(C(=O)c2ccco2)CC1)c1ccc(Br)cc1 | 11 | 9 | 1.4 | 2.7 | 5 | -1.9 | 5 | 112 | -9 | -0.3 | 30
CC1(C)CC(=O)C=C(NNC(=O)c2ccccc2)C1 | 2 | 112 | 0.1 | 1.8 | 0 | -0.3 | -3 | 100 | -7 | 3.8 | 0
CC(=O)Nc1ccc2c(c1)nc1n2CCOC1 | 8 | -2 | 0.9 | 3.5 | 9 | -1.5 | -3 | 100 | -4 | -2.6 | -1
Cc1nc2ccc(C(=O)NCc3ccc4c(c3)OCO4)cc2s1 | 7 | 134 | 0.2 | 5.6 | -349 | -1.3 | -2 | 101 | -4 | 2.3 | 14
CC1CCCN(c2ccc(C(=O)OCC(=O)N3c4ccccc4Sc4ccccc43)cc2[N+](=O)[O-])C1 (stereo unspecified) | 17 | 17 | 1.0 | 4.0 | 2 | -2.8 | -13 | 93 | -13 | 0.6 | 6
Cc1c(O)ccc(C(=O)CN2CCN(Cc3ccc4c(c3)OCO4)CC2)c1O | 13 | 90 | -1.2 | -2.9 | -15 | -2.9 | -4 | 99 | 4 | 1.8 | 12
CN1Cc2cccc3c2C(Cc2ccccc2S3)C1 (stereo unspecified) | -10 | 4 | -2.1 | 4.2 | 15 | 1.8 | 2 | 103 | 6 | 1.8 | 17
CCC(CC)COC(=O)C1=C(C)NC(=O)NC1c1cc(OC)ccc1OC (stereo unspecified) | -3 | -6 | 1.8 | -0.5 | -10 | 0.7 | 1 | 100 | -8 | 1.3 | 2
Cc1cccc(C(=O)Nc2ccc(NC(=O)Cc3ccc(Cl)cc3)cc2)c1 | 14 | 21 | -0.5 | 2.4 | 10 | -2.4 | 6 | 92 | -7 | 1.4 | -14
CCCCCCOc1ccc(-c2ccc(C#N)cn2)cc1 | -3 | 6 | -1.8 | 4.0 | 10 | 0.5 | 7 | 98 | -6 | 0.5 | -6
O=C(CCC1CCCC1)NNC(=O)c1ccccc1O | 3 | 852 | -0.9 | 7.3 | x | -0.5 | 12 | 98 | -2 | 4.1 | -8
CCN(CC)C(=O)C1CCCN(c2ccc([N+](=O)[O-])cc2/C=N/NC(=O)c2cccc(O)c2)C1 (stereo unspecified) | -1 | -18 | 3.7 | 2.1 | -8 | 0.1 | 2 | 103 | 1 | -0.2 | 8
COc1cc([N+](=O)[O-])ccc1NC(=O)CSc1nncn1-c1cccnc1 | -10 | 7 | -1.4 | 0.7 | -17 | 1.3 | -5 | x | 1 | 2.5 | -16
O=C(NCc1ccccc1)C12CC3CC(CC(Cl)(C3)C1)C2 | x | -1 | 1.5 | 2.9 | x | x | x | 107 | x | 1.8 | -19
CCOc1ccc(CN(C)C(=O)CNC(=O)c2ccc(Br)o2)cc1OC | 13 | 3 | 0.2 | 2.2 | -6 | -2.4 | -3 | 101 | 5 | 0.3 | 27
CC(=O)Nc1ccc2c(c1)C(=O)N(c1cccc3ccccc13)C2=O | 12 | -3 | -1.6 | 0.5 | 19 | -2.3 | -4 | 110 | -9 | -0.7 | 40
Oc1ccccc1-c1nnco1 | 5 | x | x | 0.7 | -32 | -1.0 | -2 | 96 | -2 | x | -4
COc1cc(C(=O)OCC(=O)NCc2ccccc2)cc(NC(=O)c2ccco2)c1OC | 3 | 383* | -2.6 | 5.2 | -9 | -0.6 | -9 | x | -10 | -0.9 | 9
Cn1ccnc1SCC(=O)n1c2c(c3ccccc31)CCCC2 | -3 | -4 | 1.0 | 2.3 | -7 | 0.5 | -16 | 89 | -5 | 2.7 | 0
NC(=O)CSc1ncnc2c1oc1ccccc12 | 11 | -8 | 1.3 | 1.4 | 17 | -2.2 | 6 | 95 | -6 | 0.1 | 5
O=C(NCc1cccc(Cl)c1)C1CCCN(c2ncnc3c2nc2n3CCCCC2)C1 (stereo unspecified) | 19 | -18 | 0.4 | -0.9 | -6 | -3.7 | 12 | 97 | -1 | 0.6 | 13
O=C(NNC1CC(=O)N(c2cccc(Cl)c2)C1=O)c1cccnc1 (stereo unspecified) | 11 | -28 | -2.6 | 1.9 | -19 | -1.9 | 12 | 100 | -7 | 3.8 | 9
Cc1cc(C)c2nc3nc(C)cc(C)c3c(N)c2c1 | 4 | 0 | 3.0 | 1.4 | -17 | -0.8 | -2 | 96 | 11 | 0.2 | -10
COc1cc2c(cc1OC)C(CC(=O)O)N(C(=O)CC1CCCC1)CC2 (stereo unspecified) | -4 | 128 | 0.8 | -0.7 | 30 | 0.5 | 7 | 112 | 2 | 5.6 | -11
Clc1ccc(Cc2nc(-c3ccncc3)no2)cc1 | -2 | 557 | -1.6 | 5.0 | -10 | 0.2 | 1 | 95 | -10 | -0.3 | 12
COc1ccc(S(=O)(=O)N(CC(=O)N2CCN(C)CC2)c2ccc(C)cc2)cc1Br | 12 | x | x | 0.2 | -69 | -3.6 | 0 | 108 | -4 | x | 1
CCOC(=O)c1c(-c2ccccc2)oc2ccc(O)c(CN(C)C)c12 | -26 | -7 | 0.5 | -0.1 | x | 4.4 | 0 | x | 2 | 1.1 | 3
O=S(=O)([N-]c1nc2ccccc2nc1-[n+]1ccccc1)c1ccc(F)cc1 | 4 | 6 | -0.8 | 2.1 | -7 | -0.9 | -6 | x | 0 | 0.3 | 27
Cc1c(C)c(C)c(C(=O)c2ccc(NC(=O)c3ccccc3C(=O)O)cc2)c(C)c1C | 6 | 34 | -1.6 | 0.9 | -4 | -1.2 | 1 | 96 | 0 | 0.9 | 0
Cc1c(C(=O)N2CCN(c3ccccc3)CC2)sc2ncnc(N3CCN(c4ccccn4)CC3)c12 | 13 | 291 | 0.2 | -0.9 | -16 | -1.8 | 7 | 98 | -4 | 2.2 | -2
O=C(COC(=O)c1cccc(C(=O)OCC(=O)NCc2ccc(F)cc2)n1)NCc1ccc(F)cc1 | 17 | -11 | 0.3 | -1.0 | 0 | -3.3 | 2 | x | -12 | -0.2 | 6
Nc1ncncc1-c1ccc([N+](=O)[O-])cc1 | 12 | -11 | 2.3 | 1.0 | -13 | -2.1 | 22 | 102 | 5 | 3.9 | 7
Cc1ccc(Cn2ccsc2=NC(=O)COC(=O)c2ccc(NC(=O)CC#N)cc2)cc1 | 12 | -7 | -1.0 | 3.0 | -2 | -2.5 | 5 | 98 | -6 | -1.2 | 15
COC(=O)C(C)NC(=O)COc1ccc2ccccc2c1 (stereo unspecified) | -12 | 19 | -1.9 | -1.2 | 10 | 2.3 | 9 | 95 | -8 | -0.8 | 3
CC1(C)N=C(c2ccccc2)C(=O)N1 | 5 | -22 | 0.0 | 3.1 | 23 | -0.8 | 2 | 116 | 4 | 0.3 | 5
CC(C)[C@H](NC(=O)c1ccccc1Cl)C(=O)NC1CCCCCC1 | 10 | -5 | -0.2 | 3.0 | x | -2.0 | 3 | 113 | 0 | -2.0 | 19
COc1ccc(OC)c(NC(=S)NCc2ccccc2OC)c1 | 7 | 6 | 0.7 | 4.5 | -3 | -1.4 | -2 | 99 | -5 | 0.6 | 36
Nc1nonc1-n1nnc(C(=O)N/N=C/c2cccc(O)c2)c1CN1CCCC1 | 6 | 2 | x | 1.8 | 6 | -0.9 | -15 | 104 | -1 | x | 36
COc1cc(CN2CCNC(=O)C2CC(=O)O)cc(OC)c1 (stereo unspecified) | 9 | -4 | -2.8 | 7.3 | -4 | -1.8 | -17 | 107 | -7 | 2.1 | 2
Cc1ccc(NC(=O)c2ccc(=O)[nH]n2)cc1C | 14 | 1 | -1.0 | 2.0 | -37 | -3.1 | 1 | 123 | -2 | -0.4 | 7
COC(=O)c1ccccc1S(=O)(=O)N1CCC(C(=O)NCCC2=CCCCC2)CC1 | -3 | 12 | -1.2 | 0.8 | 20 | 0.6 | -4 | 88 | 9 | -0.6 | 63*
Cc1ccc(NC(=S)/C(=C(\[O-])c2ccc(Cl)s2)[n+]2cccc(CO)c2)cc1C | 8 | 20 | 0.0 | -2.4 | 13 | -1.7 | -4 | 100 | 0 | 0.1 | -13
CCOC(=O)CCc1cnccc1-c1cccc(OC)c1O | 7 | 220 | 0.5 | -0.9 | -41 | -1.3 | 1 | 98 | 3 | 1.5 | 2
Cc1cc(NC(=O)CSCC(=O)N(c2cccc(Cl)c2)C(C(=O)NC2CCCCC2)c2ccc(O)c(O)c2)no1 (stereo unspecified) | 8 | 1 | 1.2 | 4.2 | -3 | -1.7 | -2 | 99 | -12 | 2.9 | -3
O=C(O)c1ccc(NC2CC(=O)N(Cc3ccccc3)C2=O)cc1 (stereo unspecified) | 14 | 14 | 0.4 | 3.4 | 6 | -2.8 | -4 | 93 | -2 | 4.7 | -13
CN(C(=O)c1cccc(S(=O)(=O)NCc2ccccc2)c1)C1CCCCC1 | 8 | 10 | 0.0 | -0.1 | -17 | -1.8 | 3 | 96 | 4 | -1.5 | -11
O=C(NCCCNC(=O)c1cnccn1)c1ccc(Br)cc1 | -44 | -17 | -0.6 | 2.9 | 5 | 5.4 | -5 | 105 | 6 | 2.0 | 0
CCN(C(=O)COC(=O)c1nc2nc(C)cc(C)n2n1)C1CCS(=O)(=O)C1 (stereo unspecified) | 13 | 117 | -0.8 | 4.5 | 9 | -2.6 | -3 | 95 | 0 | 2.3 | -7
O=c1cc(N2CCN(c3ccccc3)CC2)[nH]c(=O)n1-c1ccccc1 | 7 | 3 | -1.2 | x | -27 | -1.1 | 5 | 86 | 2 | 0.2 | 5

In the list so far, 2 have fluorine:
SMILES | OPRM1-OPRD1 inv | Mot1-301 SUMO | Ecoli viability | phage Ecoli inh | PfHsp90 yeast 2 | MOR-DOR ag | Tat transport | Pemphigus Ab inh | PKA-R1A activ | AddAB inh | Arrestin-AP2 inh
O=S(=O)([N-]c1nc2ccccc2nc1-[n+]1ccccc1)c1ccc(F)cc1 | 4 | 6 | -0.8 | 2.1 | -7 | -0.9 | -6 | x | 0 | 0.3 | 27
O=C(COC(=O)c1cccc(C(=O)OCC(=O)NCc2ccc(F)cc2)n1)NCc1ccc(F)cc1 | 17 | -11 | 0.3 | -1.0 | 0 | -3.3 | 2 | x | -12 | -0.2 | 6

Screens (PubChem)
